Bioassay records as filed in PubChem BioAssay.
CatB mix inh = human cathepsin B inhibition by mixtures; P07858; Purified cathepsin B, AMC dipeptide fluorescence, compound mixtures; inhibition, %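 (ten-compound pools at 5 µM per compound and 50 µM total)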; actives 0.06% (n = 62,000); AID 488; in the data active = inhibition above about 22%, passing the limit was not always enough;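 also: 0% = enzyme without compound and 100% = no enzyme blank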
E coli RNAP = blocks E. coli RNA polymerase transcription. P0A8V2. fluorescence transcription assay. inhibition, %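 (tested at 10 µM)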. actives 0.2% (n = 62,000). AID 559; in the data active = inhibition above about 20%;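 also: 0% = enzyme without compound and 100% = no enzyme blank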
CatB block = inhibitors of human cathepsin B; inhibition, %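 (tested at 10 µM)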; P07858; actives 0.1% (n = 63,000); purified cathepsin B, fluorogenic substrate, fluorescence; AID 453; in the data active = inhibition above about 21%;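 also: 0% = enzyme with no compound and 100% = no enzyme blank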
CatS inh = inhibitors of human cathepsin S; recombinant cathepsin S, AMC dipeptide fluorescence, pooled mixtures; P25774; AID 501; inhibition, %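 (tested at 5 µM per compound within 10-compound mixtures)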; actives 0.06% (n = 62,000); in the data active = inhibition above about 32%, passing the limit was not always enough;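 also: 0% = enzyme without compound and 100% = blank without enzyme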
PKA inh = PKA (human) kinase inhibition; AID 524; inhibition, % at 6 µM; PKA Kemptide phosphorylation, Kinase-Glo ATP luminescence; P17612; actives 0.1% (n = 65,000);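 active = inhibition above the screen-wide mean inhibition plus 3 SD, cut at about 21% in these data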; also: many of its hits are not listed in these tables
ROCK2 blocker = inhibitors of human Rho kinase 2 | actives 0.35% (n = 60,000) | O75116 | purified ROCK2, Kinase-Glo ATP depletion luminescence | inhibition, % at 6 µM;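 active = inhibition above the screen-wide mean inhibition plus 3 SD, cut at about 18% in these data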;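 also: plate controls were DMSO wells for no effect and Y-27632 control wells after no-enzyme background subtraction for full effect; many of its hits are not listed in these tables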
Target sequence (O75116 whole entry, looked up): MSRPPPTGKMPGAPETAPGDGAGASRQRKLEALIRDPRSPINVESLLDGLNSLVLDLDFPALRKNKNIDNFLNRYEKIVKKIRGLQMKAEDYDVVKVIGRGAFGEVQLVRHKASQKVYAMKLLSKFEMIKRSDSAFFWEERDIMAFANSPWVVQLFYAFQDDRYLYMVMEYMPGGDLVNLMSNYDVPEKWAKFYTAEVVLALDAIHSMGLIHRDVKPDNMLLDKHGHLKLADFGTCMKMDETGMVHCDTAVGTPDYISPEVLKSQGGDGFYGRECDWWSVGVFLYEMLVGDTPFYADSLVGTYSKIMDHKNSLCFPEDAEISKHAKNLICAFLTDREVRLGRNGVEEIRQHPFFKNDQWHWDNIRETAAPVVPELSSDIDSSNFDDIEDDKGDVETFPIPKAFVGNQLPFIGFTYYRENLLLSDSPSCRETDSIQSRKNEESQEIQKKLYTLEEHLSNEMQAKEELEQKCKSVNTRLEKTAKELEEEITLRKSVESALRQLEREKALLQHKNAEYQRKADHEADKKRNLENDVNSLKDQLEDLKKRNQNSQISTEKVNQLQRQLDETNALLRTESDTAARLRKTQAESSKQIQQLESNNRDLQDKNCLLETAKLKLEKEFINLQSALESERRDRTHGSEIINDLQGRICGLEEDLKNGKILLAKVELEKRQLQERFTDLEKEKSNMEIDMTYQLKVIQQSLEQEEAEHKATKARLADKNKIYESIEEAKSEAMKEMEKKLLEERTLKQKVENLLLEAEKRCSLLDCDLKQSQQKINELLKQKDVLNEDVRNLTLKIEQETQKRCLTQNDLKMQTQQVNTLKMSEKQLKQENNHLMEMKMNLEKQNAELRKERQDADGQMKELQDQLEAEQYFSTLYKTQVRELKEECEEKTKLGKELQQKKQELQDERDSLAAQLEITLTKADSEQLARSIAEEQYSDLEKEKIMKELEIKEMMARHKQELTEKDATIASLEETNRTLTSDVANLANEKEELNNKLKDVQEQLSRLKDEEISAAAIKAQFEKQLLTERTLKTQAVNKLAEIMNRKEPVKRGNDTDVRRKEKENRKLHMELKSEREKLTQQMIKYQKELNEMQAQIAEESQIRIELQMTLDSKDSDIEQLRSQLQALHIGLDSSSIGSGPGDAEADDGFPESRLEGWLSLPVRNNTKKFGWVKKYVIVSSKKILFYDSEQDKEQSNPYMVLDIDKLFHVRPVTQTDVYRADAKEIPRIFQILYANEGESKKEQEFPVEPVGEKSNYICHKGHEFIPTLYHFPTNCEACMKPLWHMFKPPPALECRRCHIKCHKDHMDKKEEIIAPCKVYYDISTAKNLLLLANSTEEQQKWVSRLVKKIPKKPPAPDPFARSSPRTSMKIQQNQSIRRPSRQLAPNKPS
AP ELISA ortho = alternative pathway complement inhibition, orthogonal assay; Human serum alternative complement pathway, LPS-coated ELISA, C3 deposition; tested in compound mixtures; inhibition, % at 5 µM; actives 0.08% (n = 62,000);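 active = inhibition above 30% in each of the two pooled mixtures holding the compound, so the lower value exceeds 30%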;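 also: 0% = serum in Mg-EGTA without compound and 100% = EDTA serum blank; some compounds past the cut are filed as inactive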
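Test system: human serum alternative complement pathway, C3 deposition on LPS-coated wells; also added: Plate-bound LPS; doses: 5 µM per compound in ten-compound mixtures; schedule: 1 h at 37 °C; detection: Anti-C3 ELISA, OD 450 nm; evaluation: percent inhibition of C3 deposition onto LPS; repeats: two pool placements per compound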
RORa activator = RORA (human) activation; CHO-K1 Gal4-RORA LBD luciferase reporter, luminescence; percent increase over mock-subtracted basal signal; actives 1.5% (n = 65,000); P35398; AID 560; activation, % at 10 µM;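 active = activation above the mean of all tested compounds plus 3 SD, cut at about 49% in these data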;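 also: 0% = DMSO-treated RORA cells and 100% = added signal equal to DMSO minus mock-transfected cells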
JNK3 inh = JNK3 (human) kinase inhibition; P53779; purified JNK3 kinase activity, HTS; actives 0.61% (n = 60,000); AID 746; inhibition, % at 8 µM; in the data active = inhibition above about 17%;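 also: 0% = DMSO and 100% = reference inhibitor; many of its hits are not listed in these tables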
Starred values were filed as active, the others as inactive; nt = no result given. These rows are one share of the data; rates above refer to the full screens.

SMILES	CatB mix inh	E coli RNAP	CatB block	CatS inh	PKA inh	ROCK2 blocker	AP ELISA ortho	RORa activator	JNK3 inh
CCOc1ccc2nc(N3CCCC(C(=O)N4CCN(CC)CC4)C3)sc2c1 (stereo not given)	6	5	5	3	4	0	3	1	-6
Cn1ccnc1SCC(=O)N(C1CCCCC1)C1CCCCC1	-6	3	1	-3	-5	1	9	-11	5
CCOC(=O)CSc1ncnc2c1cnn2-c1ccc(C)cc1	4	6	6	-7	-2	4	12	-10	7
COCn1c(COc2ccccc2)nc2ccccc21	0	2	-3	-2	-1	-2	8	53*	9
Cc1nn2c3cc(N4CCOCC4)ccc3nc2c2ccccc12	nt	nt	nt	nt	2	1	nt	19	-5
CCOC(=O)Nc1ccc2c(c1)N(C(=O)CN1CCN3CCCC3C1)c1ccccc1CC2 (stereo not given)	3	-1	0	-4	2	1	-22	15	10
C[C@H](N)c1nnc(SCc2ccc(Cl)cc2Cl)o1	-3	8	0	3	6	8	-1	-18	3
c1ccc(-c2noc(-c3cccnc3)n2)nc1	2	6	-1	9	-10	-38	-2	20	4
COc1ccc(-c2nnc(CSc3nc4ccccc4c(=O)n3CC(C)C)o2)cc1OC	5	6	1	6	1	7	8	-6	3
CNC(=O)c1cc2cc(OC)ccc2oc1=N	2	-8	0	-4	3	-1	2	12	5
Cn1c(=O)c2c(nc(Br)n2Cc2c(F)cccc2Cl)n(C)c1=O	2	2	2	1	5	5	11	-20	-3
COc1cc(C2NC(C(=O)O)CS2)ccc1OCc1ccccc1C#N (stereo not given)	4	1	-6	3	-1	-36	12	6	0
c1ccc(OCCN2C3=NCCN3c3ccccc32)cc1	-9	-2	-1	-8	-2	-3	-4	-3	-10
Cc1cc(C)n2cc(CSc3nnnn3C)nc2n1	7	12	2	12	6	9	2	-23	0
O=S(=O)(c1ccc2nc(Cc3cccc(C(F)(F)F)c3)[nH]c2c1)N1CCOCC1	5	4	-2	7	-5	nt	10	10	nt
CCOC(=O)CNC(=O)c1cc(C)oc1C	-1	9	1	2	9	5	-8	-13	2
COc1ccc(N2CCN(C(=O)COc3ccccc3)CC2)cc1	2	1	3	-1	8	7	-6	20	6
C=CCn1c(SCC(=O)Nc2ccccc2OC)nc(O)c(CC)c1=O	0	10	5	6	4	2	2	3	5
CN(C)S(=O)(=O)Nc1ccccc1C(N)=O	-9	8	3	14	10	5	1	-17	4
CCCCOc1cccc(-c2nnc(N)s2)c1	nt	4	-5	nt	5	-8	nt	2	-4
CC(=O)c1cn(CC(=O)NCc2ccc3c(c2)OCO3)c2ccccc12	8	16	0	14	14	12	9	0	0
N#Cc1c(N)nc2c(c1-c1ccc3c(c1)OCO3)CCCCCC2	4	-1	-4	-1	0	nt	5	2	nt
Cc1sc2ncnc(Oc3ccc(-n4ccnc4)cc3)c2c1C	3	4	-4	8	2	0	-4	-6	-6
O=C(CN1CCCCCC1)Nc1cccc2c1OCO2	-2	-2	1	-3	1	4	2	-7	0
O=C(O)CN(c1ccccc1)C1SC(=O)NC1=O (stereo not given)	1	6	-2	1	2	3	8	-4	10

Whole records, looked up by structure. Values in the order: CatB mix inh | E coli RNAP | CatB block | CatS inh | PKA inh | ROCK2 blocker | AP ELISA ortho | RORa activator | JNK3 inh
Shown for `C=CCn1c(SCC(=O)Nc2ccccc2OC)nc(O)c(CC)c1=O` : 0 | 10 | 5 | 6 | 4 | 2 | 2 | 3 | 5
Shown for `Cn1c(=O)c2c(nc(Br)n2Cc2c(F)cccc2Cl)n(C)c1=O` : 2 | 2 | 2 | 1 | 5 | 5 | 11 | -20 | -3

Other structures.
SMILES	CatB mix inh	E coli RNAP	CatB block	CatS inh	PKA inh	ROCK2 blocker	AP ELISA ortho	RORa activator	JNK3 inh
Cc1cc(C)c2c(c1)NC(=O)C2(O)CC(=O)c1cccs1 (stereo not given)	-1	2	-4	21	-6	0	14	-5	2
CCOC(=O)Nc1ccc2c(CN3C(=O)NC4(CCCC4)C3=O)cc(=O)oc2c1	-15	-17	-4	-23	4	-5	8	-32	-9
O=C(O)c1ccccc1SC1CC(=O)N(C2CCCCC2)C1=O (stereo not given)	1	5	4	4	5	2	9	-2	-4
O=C(CCSc1nnc(-c2ccco2)o1)Nc1ccc(Cl)cc1	4	4	3	-6	10	5	4	-7	1
COc1cc(C(Nc2ccc3c(c2)OCO3)C(=O)NC2CCCCC2)cc(OC)c1OC (stereo not given)	3	-2	-2	3	-2	-2	-7	-14	-4
COCC(=O)N1CCC(n2nnc3cc(F)ccc32)CC1	0	4	1	7	0	4	-14	0	-4
Cc1cc2c(cc(C(=O)O)n2C)s1	1	4	9	-2	9	5	14	-4	4
CCSc1nc2c(c(=O)[nH]1)C(c1ccncc1)C(C(=O)OC)=C(C)N2 (stereo not given)	-2	-5	2	4	-2	-12	15	-13	-4
CC(=O)N1CC2(CC(=O)OC(C)C)CN(C(C)=O)CC(CC(=O)OC(C)C)(C1)C2=O	5	6	-2	12	5	1	9	-16	0
CCOC(=O)C1CCCN(C(=O)N2CCOCC2)C1 (stereo not given)	1	5	0	0	5	1	6	-3	0
CCN(CC)CCN1C(=O)c2ccccc2NC1c1cccc(F)c1 (stereo not given)	3	1	-9	1	2	2	10	-1	0
CCCn1c(=N)c(C(=O)NCC2CCCO2)cc2c(=O)n3cccc(C)c3nc21 (stereo not given)	-18	-42	-26	-14	4	7	-4	28	-3
N#CCSc1nc(-c2ccccc2)cs1	5	6	1	-4	8	3	4	7	0
Cc1cc(=O)[nH]c2c1c(C)nn2C1CCCC1	7	7	1	0	2	5	19	-17	-6
CC1Cc2ccccc2N1C(=O)CSc1nnc(Cn2nnc3ccccc32)n1C (stereo not given)	5	9	7	11	6	-4	-6	-10	2
COc1ccc(C(C(=O)NC2CCCC2)N(C(=O)c2ccco2)c2ccc3c(c2)OCO3)cc1OC (stereo not given)	0	-1	1	-1	8	2	-23	6	-9
CC(C)CCn1cnc2c1c(=O)n(C)c(=O)n2C	nt	nt	nt	nt	5	3	nt	-5	4
O=C(CSc1ccccc1)N1CCN(c2ccccc2)CC1	-1	6	4	11	8	2	1	15	-4
COc1cccc(C2C(C#N)=C(N)Oc3c2oc(CO)cc3=O)c1OC (stereo not given)	4	13	6	-3	-7	-9	-7	9	-4
O=C(Nc1ccccc1C(F)(F)F)N1CCCC(O)C1 (stereo not given)	4	4	3	2	7	5	16	-6	2
Nc1c(S(=O)(=O)c2ccccc2)c2nc3ccccc3nc2n1/N=C/c1ccco1	1	-9	2	0	0	nt	12	-17	nt
CCCCc1n[nH]c2c1C(=O)CC(C)(C)C2	6	16	7	13	7	2	1	-8	3
O=C(Nc1cccc2nsnc12)c1ccc(F)cc1	4	10	-1	16	-10	1	-1	-5	3
CC(C)c1ccc2c(c1)C(=O)NC(C)(C)C2	1	6	1	9	9	5	16	2	0
COC(=O)c1ccc(Cn2c(CN3CCOCC3)nc3ccccc3c2=O)o1	0	5	8	-7	10	3	0	-2	3

Gathered by group: those above containing a Cl atom
SMILES	CatB mix inh	E coli RNAP	CatB block	CatS inh	PKA inh	ROCK2 blocker	AP ELISA ortho	RORa activator	JNK3 inh
C[C@H](N)c1nnc(SCc2ccc(Cl)cc2Cl)o1	-3	8	0	3	6	8	-1	-18	3
Cn1c(=O)c2c(nc(Br)n2Cc2c(F)cccc2Cl)n(C)c1=O	2	2	2	1	5	5	11	-20	-3
O=C(CCSc1nnc(-c2ccco2)o1)Nc1ccc(Cl)cc1	4	4	3	-6	10	5	4	-7	1

More compounds:
SMILES	CatB mix inh	E coli RNAP	CatB block	CatS inh	PKA inh	ROCK2 blocker	AP ELISA ortho	RORa activator	JNK3 inh
O=C(c1ncn[nH]1)N1CCN(c2nc(-c3ccccc3)cs2)CC1	-7	-10	-2	-5	4	1	11	32	-3
O=C(NCCCN1CCOCC1)c1coc2ccccc2c1=O	2	3	-3	-6	15	4	8	1	4
COc1ccc(CC(=O)NCc2nnc(SCC(=O)Nc3nccs3)n2-c2ccccc2)cc1	11	4	5	0	2	3	3	-9	5
COc1cccc(-n2ccnc2SCC(=O)NCc2ccccc2)c1	1	11	7	10	-7	-1	2	7	-8
Cc1c(CNC(=O)c2cnn3c2NC(c2ccc(Br)cc2)CC3C(F)(F)F)cnn1C (stereo not given)	-6	1	-4	-3	8	4	13	-5	7
COC(=O)CC1Nc2ccccc2SC1=O (stereo not given)	1	3	3	-1	4	4	9	-10	-6
Cc1cn(-c2ccc(Br)cc2)[nH]c1=O	2	1	5	3	8	8	12	4	2
O=C(N1CCCCCC1)N1CCN(C(=O)N2CCOCC2)CC1	3	2	1	-8	-2	0	13	-3	-4
COc1cc(OC)cc(C(=O)N2CCN(C(=O)c3cccc(F)c3)CC2)c1	0	9	3	11	-5	0	-11	-6	1
CC(c1ccccc1)N1C(=O)c2ccc(C(=O)NCc3ccco3)cc2C1=O (stereo not given)	3	12	1	-1	0	4	7	7	-1
CCN(CC(=O)NC1CCS(=O)(=O)C1)C(=O)COc1ccccc1-c1ccccc1 (stereo not given)	3	6	5	7	12	5	8	8	0
Cn1c(CCN2CCN(c3ccc(F)cc3)CC2)nc2cc(NC(=O)c3ccco3)ccc21	0	-4	3	8	5	-2	-3	28	1
Cn1nc(-c2ccc(N3CCOCC3)c(NC(=O)c3ccccc3)c2)c2ccccc2c1=O	3	6	4	11	7	6	-12	15	-2
COc1cc2nc(N3CCNCC3)nc(N)c2cc1OC	2	-3	6	-3	7	0	21	1	-8
CCCC(=O)Nc1ccccc1-c1nnc(SC)[nH]c1=O	0	3	0	1	8	3	13	-16	-9
CCCc1cc(Nc2cccc(OCC)c2)n2ncnc2n1	-3	7	1	0	14	5	-16	6	6
Cc1ccccc1N(C(=O)Cn1nnc2ccccc21)C(C(=O)NCc1ccco1)c1ccncc1 (stereo not given)	1	7	-1	0	6	-5	8	24	9
CC12CC(NC(=O)N1c1cccc(C(=O)Nc3ncn[nH]3)c1)c1ccccc1O2 (stereo not given)	4	-2	0	-7	4	nt	25	-7	nt
COc1cccc(CNC(=O)C2CCN(S(=O)(=O)c3ccc(F)cc3)CC2)c1	4	10	-2	6	1	3	9	16	3
CC(=O)N1CCc2c(sc(NC(=O)c3ccc(S(=O)(=O)N(C)C)cc3)c2C#N)C1	5	10	4	8	0	0	-5	-1	-2
COc1cccc(-n2nnc3c(=O)n(Cc4c(F)cccc4Cl)cnc32)c1	nt	nt	nt	nt	1	1	nt	-6	-1
Cc1cc(C)c2[nH]c(=O)c(=O)[nH]c2c1	-11	15	3	-24	-2	-2	3	-19	-5
CC(C)(C)c1ccc(-c2nnc(SCCC#N)n2C2CCCC2)cc1	3	5	2	-8	-1	1	7	-21	9
Cc1cc2cc(CN(Cc3ccco3)C(=O)C3CCCCC3)c(=O)[nH]c2cc1C	-4	9	-1	-1	12	4	-2	-17	10
Cc1noc(/C=C/N(C)C)c1S(=O)(=O)N1CCCC(C(=O)NCc2ccc(Cl)cc2)C1 (stereo not given)	-2	5	0	5	-3	-3	3	-18	0

Other compounds:
SMILES	CatB mix inh	E coli RNAP	CatB block	CatS inh	PKA inh	ROCK2 blocker	AP ELISA ortho	RORa activator	JNK3 inh
CCCCOc1ccc(S(N)(=O)=O)cc1	-5	4	4	-1	6	4	1	2	4
CCN1C(=O)/C(=C\N2CCCc3ccccc32)SC1=S	2	6	1	7	2	6	6	-7	4
COc1ccc(C(=O)Nc2ccc(Cl)cc2C(=O)NCc2ccco2)cc1OC	-9	4	4	0	-5	1	10	-2	-2
C/C(=N\n1nnnc1Nc1ccccc1)c1ccc(N)cc1	2	6	-2	0	-1	1	8	30	2
Nc1c(N2CCCCC2)c(=O)[nH]c(=O)n1-c1ccccc1	3	3	1	-7	10	4	11	-4	4
CC1=NCCN1S(=O)(=O)c1ccc(Br)c(C)c1	-3	6	-2	5	8	5	-3	18	0
COC(=O)c1[nH]c2ccccc2c1NC(=O)CN1CCC(C(N)=O)(N2CCCCC2)CC1	-2	-3	-3	1	8	9	9	17	0
